Screens as filed in PubChem.
CHOP inh: inhibitors of CHOP promoter induction, primary screen, cell-based, unfolded protein response, luciferase reporter | CHO-K1 CHOP-promoter luciferase, tunicamycin-induced, 15-18 h | inhibition, % at 10 µM | 220,000 compounds, 3.8% hits;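 active = compounds that reduced the stress-induced luciferase reporter signal by more than about 70% of percent inhibition, limit read from the data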;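 also: 0% = tunicamycin plus vehicle and 100% = wells without tunicamycin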
NPY-Y1 PAM-ag: NPY-Y1 receptor potentiators or agonists, primary screen, cell-based | NPY-Y1 expressing cells, potentiator/agonist activation | activation, % at 3.6 µM | 220,000 compounds, 0.37% hits | AID 1304, 2008; in the data active = activation above about 33%, passing the limit was not always enough;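 also: cells stimulated with NPY at EC10 then isoproterenol at EC100; 0% = low agonist plus stimulus and 100% = saturating agonist plus stimulus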
Target sequence (P25929 whole entry, looked up): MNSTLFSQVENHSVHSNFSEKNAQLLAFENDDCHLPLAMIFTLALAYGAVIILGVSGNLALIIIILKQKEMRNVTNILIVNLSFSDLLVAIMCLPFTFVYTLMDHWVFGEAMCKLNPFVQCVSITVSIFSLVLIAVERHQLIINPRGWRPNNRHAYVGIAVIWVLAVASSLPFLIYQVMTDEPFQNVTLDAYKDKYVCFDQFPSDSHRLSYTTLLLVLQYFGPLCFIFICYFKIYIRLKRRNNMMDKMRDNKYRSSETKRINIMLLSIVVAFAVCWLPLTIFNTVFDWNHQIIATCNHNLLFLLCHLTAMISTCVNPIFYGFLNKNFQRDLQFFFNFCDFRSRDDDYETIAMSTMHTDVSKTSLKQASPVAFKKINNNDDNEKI
TRPML3 agonist: human TRPML3 channel agonists, primary screen, cell-based, HEK293 TRPML3-YFP, Fluo-8 calcium fluorescence, 3 µM | Mucolipin-3 (Homo sapiens), Q8TDD5 | 220,000 compounds, 0.29% hits | 100% = the carbachol control signal | AID 1448, 2008 | activation, % at 3 µM;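 active = activation above its plate's cutoff, the mean activation of the plate's test wells plus 3 SD, cut at about 12% in these data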;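 also: 0% = DMSO only wells and 100% = carbachol wells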
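Test system – HEK293 line with stable expression of human TRPML3-YFP channel · Control set – carbachol 87 µM final as high control (100%), DMSO as low control (0%) · Signal – Fluo-8 calcium dye fluorescence, ex 470-495, em 515-575 nm · Incubation – 1-h 37 °C dye load, 5-s basal, 120-s post-compound reads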
EP2 modulator: EP2 receptor modulators, cAMP readout, primary screen, cell-based, HTRF cAMP, PGE2 stimulation; Prostaglandin E2 receptor EP2 subtype (Homo sapiens), P43116; EP2-expressing cells, cAMP HTRF FRET, PGE2 co-stimulation; induction, % at 25 µM; 260,000 compounds, 0.83% hits; AID 940, 2007;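 active = compounds whose cAMP rise, as percent of the full-agonist control response, exceeds 60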;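 also: rat C6 glioma line stably carrying human EP2 under a CMV promoter; the protocol text gives 20 µM as final concentration; 100% = response of wells given 1 µM PGE2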
S1P4 agonist: S1P4 receptor agonists, primary screen, cell-based; S1P4-expressing cell line, agonist reporter assay; activation, % at 4.98 µM; Sphingosine 1-phosphate receptor 4 (Homo sapiens), O95977; AID 1509, 2009; 220,000 compounds, 0.35% hits; in the data active = activation above about 11%;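 also: 0% = DMSO vehicle and 100% = reference agonist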
S1P4 antag: S1P4 receptor antagonists, primary screen, cell-based | Sphingosine 1-phosphate receptor 4 (Homo sapiens), O95977 | S1P4-expressing cells, antagonist mode, reporter read-out | inhibition, % at 4.98 µM | 220,000 compounds, 0.26% hits | AID 1510, 2009; in the data active = inhibition above about 29%;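 also: 0% = wells stimulated with agonist and 100% = vehicle wells without agonist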
zfTRPN1 agonist: zebrafish TRPN1 channel agonists, primary screen, cell-based, HEK293, calcium fluorescence. AID 1424, 2008. HEK293 zebrafish TRPN1-YFP, Fluo-8 calcium fluorescence; 100% = response to 87 µM carbachol. activation, % at 3 µM. 220,000 compounds, 0.18% hits. transient receptor potential cation channel N1 (TRPN1/NompC), Danio rerio;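 active = activation above its plate's cutoff, the mean activation of test wells on that plate plus 3 SD, cut at about 19% in these data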;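 also: 0% = DMSO alone and 100% = 87 µM carbachol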
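Material – zebrafish TRPN1-YFP in HEK293 cells · Doses – 3 µM single point · Schedule – dye 1 h 37 °C plus 30 min RT · Signal – Fluo-8 calcium fluorescence, excitation 470-495 nm, emission 515-575 nm · Read-out – % activation versus carbachol response · Control set – carbachol high, DMSO low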
NPY-Y1 antag: NPY-Y1 receptor antagonists, primary screen, cell-based. HEK293-CNG Y1 cells, membrane potential fluorescence; NPY at EC95, then isoproterenol. inhibition, % at 3.6 µM. 200,000 compounds, 1% hits. Neuropeptide Y receptor type 1 (Homo sapiens), P25929;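 active = inhibition above the campaign mean inhibition of all tested compounds plus 3 SD, cut at about 20% in these data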;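 also: 0% = DMSO wells given NPY plus isoproterenol and 100% = isoproterenol alone without NPY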
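Assay system: HEK293 cells with Y1 receptor plus CNG channel | Probe or stimulus: NPY (25 nM), isoproterenol (1 µM), Ro 20-1724 (25 µM) | Timing: Compound incubation 1 h at room temperature, readout 45 min post-stimulation | Measured by: Membrane-potential fluorescent dye readout | Benchmarks: High control isoproterenol alone, low control NPY with isoproterenol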
NPY2 pot ag: NPY-Y2 potentiators or agonists, primary screen, cell-based | Neuropeptide Y receptor type 2 (Homo sapiens), P49146 | activation, % at 3.6 µM | AID 1359, 2008 | 220,000 compounds, 0.45% hits | cells expressing NPY-Y2, potentiator/agonist read-out; in the data active = activation above about 27%;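 also: cells stimulated with NPY near EC25 plus isoproterenol at EC100; 0% = vehicle plus submaximal agonist and 100% = vehicle plus saturating agonist; some results beyond the cut were filed as inactive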
Target sequence (P49146 whole entry, looked up): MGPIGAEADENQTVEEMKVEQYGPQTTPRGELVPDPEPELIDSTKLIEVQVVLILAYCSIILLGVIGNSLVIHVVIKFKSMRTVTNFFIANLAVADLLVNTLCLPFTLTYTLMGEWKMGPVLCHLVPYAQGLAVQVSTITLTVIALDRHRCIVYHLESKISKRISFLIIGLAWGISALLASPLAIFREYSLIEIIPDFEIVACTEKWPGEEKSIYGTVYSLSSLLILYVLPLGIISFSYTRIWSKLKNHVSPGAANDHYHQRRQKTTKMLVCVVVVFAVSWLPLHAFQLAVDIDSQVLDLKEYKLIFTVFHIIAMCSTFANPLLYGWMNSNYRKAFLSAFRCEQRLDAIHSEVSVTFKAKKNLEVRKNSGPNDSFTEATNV
An asterisk follows results filed as active; . = no result given; & = joins results of further samples.

SMILES	CHOP inh	NPY-Y1 PAM-ag	TRPML3 agonist	EP2 modulator	S1P4 agonist	S1P4 antag	zfTRPN1 agonist	NPY-Y1 antag	NPY2 pot ag
Cc1cc(C)nc(N/N=C/c2cccc3ccccc23)n1	-4	-21	0.9	2	0.3	-21	-0.7	-4	1
CC(C)CC(=O)Nc1ccc(Oc2ccc(NC(=O)CC(C)C)cc2)cc1	20	-4	0.3	11	-0.3	-4	-0.6	1	-2
CCCCc1nc(SCCN2CCOCC2)c2c(=O)n(C)c(=O)n(C)c2n1	16	-1	0.1	28	1.4	-3	0.9	0	2
CC(C)c1ccccc1NC(=O)COC(=O)Cc1ccsc1	8	6	-0.3	7	8.5	-16	-2.3	-3	2
O=C1CC(NCc2ccc(F)cc2)C(=O)N1c1ccccc1 (stereo not given)	11	6	0.6	4	0.6	1	-1.1	0	-12
O=c1[nH]c2cc3c(cc2cc1C(c1nnnn1Cc1ccccc1)N1CCCc2ccccc21)OCO3 (stereo not given)	25	-26	0.7	10	0.0	-18	0.8	2	5
CCn1cc(Cl)c(C(=O)Nc2ccc3c(c2)OCCO3)n1	35	9	0.3	-4	0.3	-7	-0.2	6	-11
Cc1cc(C)cc(NC(=O)Nc2cc(S(=O)(=O)N(C)C)ccc2C)c1	-5	-1	-1.5	-35	0.9	0	-2.0	.	-6
O=C(Nc1ccccc1)c1ccc[nH]1	-1	6	0.7	-9	1.7	4	1.7	5	12
Cc1c2c(nc3c(C(=O)NC4CCCC4)cnn13)CCCC2	20	-11	0.0	14	-0.7	-12	-1.0	12	-5
O=C(COc1ccccc1)Nc1nnc(C23CC4CC(CC(C4)C2)C3)s1	47	9	0.5	-7	1.2	4	-1.8	-8	6
Cc1cc(Nc2c(C)n(C)n(-c3ccccc3)c2=O)n2c(nc3cc(F)c(F)cc32)c1C#N	-26	-5	0.8	10	1.2	-29	3.1	.	-3
COc1ccc(/C=C/C(=O)Nc2cc(C)nn2-c2nc3ccccc3n2Cc2cccc([N+](=O)[O-])c2)cc1	7	-5	0.2	4	2.1	-6	0.7	3	7
O=C(NC1(C(F)(F)F)C(=O)Nc2c1c(=O)[nH]c(=O)n2-c1ccccc1)c1cccnc1 (stereo not given)	-33	7	0.1	0	2.1	-12	0.2	2	1
COc1ccc(C(=O)C2CCCN(C(=O)CCc3scnc3C)C2)c(C)c1 (stereo not given)	2	4	1.1	-17	1.2	-1	2.1	0	-17
O=C(CCc1ccccc1)NNC(=O)c1ccccc1C(=O)O	13	-23	0.6	15	-0.9	-15	-0.8	3	-5
CCc1ccc(N2CC(O)(c3cccs3)[N+]3=C2SCCC3)cc1 (stereo not given)	15	-18	0.2	-33	-1.9	1	-0.6	17	-25
COc1cccc(C(=O)c2sc(NC(C)C)nc2N)c1	91*	12	0.4	10	1.2	-15	-1.5	-3	20
O=C(N/N=C/c1cn(-c2cccs2)nc1-c1ccccc1)c1ccc(O)cc1	63	10	0.2	-38	1.3	-7	1.0	-6	6
CCN(CC)c1cccc(OCC(=O)N(C)CCC#N)c1	6	-4	0.9	11	0.6	-3	2.4	-2	8
c1ccc(-c2cc(N3CCCCCC3)n[nH]2)cc1	51	9	-0.6	-11	-1.4	-7	-0.9	-2	3
COc1ccc(Br)cc1-c1noc(-c2ccncc2)n1	16	-21	1.1	-6	0.4	-14	0.1	0	1
N#Cc1c(-c2ccccc2)cc(C2CC2)nc1SCC(=O)O	-10	-26	0.1	27	1.1	-13	2.7	5	-5
COc1ccccc1CC(=O)Nc1cccc2c1CCCC2	11	-35	-1.0	28	2.1	-4	-1.1	9	-2
COCCn1c(=O)[nH]c2cc(C(=O)OC)ccc2c1=O	-17	6	0.8	-50	-4.3	-10	0.5	2	4
Cc1cc2ccc(C)c(C)c2nc1SCC(=O)c1cccs1	-15	-34	1.4	14&41	-0.6	-9	2.5	6	-12
Cc1ccc(NC(=O)CN2C(=O)S/C(=C\c3cc(C)n(C)c3C)C2=O)cc1	-6	-17	-0.2	15	0.0	-2	-0.3	1	3
CC(C)(C)OC(=O)Cn1c(=O)cnc2ccccc21	8	10	1.3	-1	-2.2	-12	-0.2	6	-16
O=C(N/N=C/c1ccccc1)c1ccco1	-48	4	-0.7	-9	1.8	-11	0.7	.	7
CC1(C)NC(=O)N(CC(O)CNC23CC4CC(CC(C4)C2)C3)C1=O (stereo not given)	13	-11	0.7	13	0.8	9	-0.9	3	13
COc1cc(OC)c(OC)cc1/C=C1\Oc2cc(OS(C)(=O)=O)ccc2C1=O	-15	-2	3.4	1	-0.4	-12	5.3	.	8
CCOC(=O)c1c(NC(=O)CSc2nc3ccccc3s2)sc(C(C)=O)c1C	38	-33	-0.7	12	1.8	-18	0.2	39*	-32
CC(C)CN(C(=O)COC(=O)CNC(=O)c1ccc(Cl)cc1)C1CCS(=O)(=O)C1 (stereo not given)	-12	-1	-0.9	-13	1.7	-19	-0.5	9	6
COc1ccc(-c2csc(NCc3ccco3)n2)cc1	19	13	0.9	-25	-0.5	3	0.2	6	2
Cc1nc(C)c(C(=O)C2=C(O)C(=O)N(CCN3CCOCC3)C2c2ccco2)s1 (stereo not given)	38	-5	0.5	3	-0.7	-3	0.4	-4	-7
O=c1c2nnn(Cc3ccc(Cl)cc3)c2ncn1Cc1ccc(F)cc1	24	5	-0.1	-22	-1.3	-7	-0.2	2	4
CC(=O)Nc1ccc(OC(=O)Oc2ccc(NC(C)=O)cc2)cc1	21	-13	0.5	-8	-1.5	-4	1.6	.	6
COc1cccc(NC(=S)N(CCN(C)C)Cc2cccs2)c1	20	5	0.3	5	1.1	-14	-0.1	6	1
NC(=O)c1ccc(N2CCC(C(N)=O)CC2)c([N+](=O)[O-])c1	17	8	-0.5	4	0.9	-8	0.1	.	-21
O=C(/C=C/c1ccc2ccccc2n1)c1cc(Cl)ccc1O	-36	3	1.4	17	0.6	13	1.7	.	1
CCOC(=O)C1CCCN(c2c(NCCC(C)C)c(=O)c2=O)C1 (stereo not given)	-19	-7	1.1	17	0.2	4	0.3	.	-5
COc1ccc([N+](=O)[O-])cc1/C=N/Nc1nc(N2CCCCC2)nc(N2CCCCC2)n1	-13	12	1.3	17	1.7	-17	1.3	1	-5
C/C(=N\Nc1ccc(C(=O)O)cc1)c1ccc(S(=O)(=O)NCc2ccco2)cc1	-16	5	1.1	-29	0.2	-13	-1.1	.	-5
CCSc1nnc(NC(=O)c2cc(-c3ccccc3O)n[nH]2)s1	26	-12	-0.6	-17	-1.9	11	1.5	.	-8
COC(=O)c1ccc(Cn2cc(C(F)(F)F)ccc2=O)cc1	24	5	0.8	12	0.3	-25	0.4	-2	12
CCCCOc1ccc(S(=O)(=O)NNC(=O)c2cc3ccccc3o2)cc1	55	-46	-0.1	-85	0.0	-10	-0.8	9	-18
COc1cc(OC)cc(-n2nnnc2SCC(=O)NC2CCCC2)c1	17	-6	-0.7	-7	-2.0	5	-1.2	11	8
Cc1cc(NC(=O)C2C3C(=O)N(Cc4ccc(Cl)cc4)C(C(=O)NCc4ccccc4)C34C=CC2(C)O4)no1 (stereo not given)	56	1	0.6	-14	18*	-15	0.7	-8	3
CC(C)Cc1cc(C(=O)N2CCC(N3CCC(C(=O)N4CCCC4)CC3)CC2)n[nH]1	15	-16	0.4	-2	-0.7	-2	1.0	3	1
COC(=O)c1ccc(NC(=O)CN(C2CCCCC2)S(C)(=O)=O)cc1	18	-2	0.5	-23	-0.5	-6	1.8	8	-1
CCOC(=O)N1CCN(S(=O)(=O)c2ccc(C(=O)NNc3nc4c(C)cccc4s3)cc2)CC1	13	10	0.5	-35	0.4	9	-1.0	-3	10
CC1CCC(NC(=O)c2ccc(S(C)(=O)=O)cc2)CC1 (stereo not given)	-20	11	0.6	10	1.5	-17	0.9	8	9
Cc1cccc(NC(=O)C2CCCN(C(=O)NC3CCCCC3)C2)c1C (stereo not given)	14	-19	-0.8	26&-26	0.2	36*	-0.2	-3	-6
O=C(Nc1cccc2c1CCCC2)c1ccco1	4	-9	0.4	2	-1.0	-4	-0.2	4	2
Cc1cccc(-n2nnc3c(=O)n(CC(=O)Nc4cc(C)on4)cnc32)c1	-13	-12	0.4	9	-1.2	-13	-0.6	-1	-8
Cc1ccc(S(=O)(=O)CC(c2ccccc2)N2CCOCC2)cc1 (stereo not given)	-3	-8	0.4	-5	1.8	-19	-0.9	-2	-4
O=C(CCc1nnc(Cc2cccc(C(F)(F)F)c2)o1)NCC(F)(F)F	-19	5	0.4	13	-0.9	-20	-0.2	3	4
O=C(CCc1nc(-c2cccs2)no1)Nc1cnc2ccccc2c1	0	-23	1.1	-62	3.8	2	0.5	1	-20
CCOC(=O)c1sc(N)c(C#N)c1CSc1nnc(C2CCCCC2)n1N	37	4	0.5	-14	-0.6	3	-0.1	8	-8
Cn1nccc1NC(=O)COCC(=O)O	3	26	0.3	11	0.2	3	1.9	.	-3

Quoted from the listing.
Value of COc1cc(OC)cc(-n2nnnc2SCC(=O)NC2CCCC2)c1 in NPY-Y1 PAM-ag: -6
Value of CC(C)Cc1cc(C(=O)N2CCC(N3CCC(C(=O)N4CCCC4)CC3)CC2)n[nH]1 in EP2 modulator: -2

Next section
SMILES	CHOP inh	NPY-Y1 PAM-ag	TRPML3 agonist	EP2 modulator	S1P4 agonist	S1P4 antag	zfTRPN1 agonist	NPY-Y1 antag	NPY2 pot ag
COc1ccc(-c2cc(C(=O)NC(C(=O)O)C(C)C)c(C)o2)cc1OC (stereo not given)	-5	-1	-0.3	11	-0.5	-5	0.2	0	-4
OCCNC(=S)Nc1ccc(Cl)c(Cl)c1	9	-5	0.4	-21	0.3	-2	2.8	-4	6
O=C(Cn1nnc2ccccc21)N/N=C\C=C\c1ccccc1	13	-20	-0.1	-22	-0.7	1	0.2	1	2
COc1ccccc1N1CCN(C(=O)CN(Cc2ccc(Cl)cc2)S(C)(=O)=O)CC1	31	-21	2.2	-12	-0.5	-12	1.3	20*	-10
O=C(NC(=S)Nc1ccc(N2CCN(C(=O)c3ccccc3)CC2)cc1)c1cccs1	60	-4	0.7	-31	0.1	-26	2.0	-9	4
